Assay outcomes: PubChem, several laboratories
MITF act = MITF TRPM1 promoter activation in melanoma cells; SK-MEL-5 TRPM1-promoter luciferase, 24 h; % of positive control, neutral wells = 0; activation, % at 12.5 µM; 300,000 tested, 0.75% active;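 active means mean activation of at least 80% with every replicate also reaching 80%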;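 further: 0% = neutral control wells and 100% = parthenolide positive control wells; values of inactives mirror those of a sister screen read the other way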
Wnt act = activates Wnt/beta-catenin signaling in a reporter cell assay. activator, plate reader. 300,000 tested, 1.2% active. activation, % at 9.35 µM. AID 743398; in the data active means activation above about 30%, passing the limit was not always enough;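 further: 0% = neutral control wells and 100% = positive control wells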
SR-BI HDL uptake = mouse SR-BI HDL lipid transfer inhibition | Q61009 | ldlA[mSR-BI] CHO cells, DiI-HDL uptake fluorescence, 3 h | inhibition, % at 12.5 µM | 320,000 tested, 0.96% active | AID 488896;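 active means mean replicate inhibition of at least 70% and a set share of replicates each scoring 70 or more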;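 further: 0% = median of neutral control wells and 100% = median of positive control wells; values of inactives mirror those of a sister screen read the other way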
Target sequence (Q61009 whole entry, looked up): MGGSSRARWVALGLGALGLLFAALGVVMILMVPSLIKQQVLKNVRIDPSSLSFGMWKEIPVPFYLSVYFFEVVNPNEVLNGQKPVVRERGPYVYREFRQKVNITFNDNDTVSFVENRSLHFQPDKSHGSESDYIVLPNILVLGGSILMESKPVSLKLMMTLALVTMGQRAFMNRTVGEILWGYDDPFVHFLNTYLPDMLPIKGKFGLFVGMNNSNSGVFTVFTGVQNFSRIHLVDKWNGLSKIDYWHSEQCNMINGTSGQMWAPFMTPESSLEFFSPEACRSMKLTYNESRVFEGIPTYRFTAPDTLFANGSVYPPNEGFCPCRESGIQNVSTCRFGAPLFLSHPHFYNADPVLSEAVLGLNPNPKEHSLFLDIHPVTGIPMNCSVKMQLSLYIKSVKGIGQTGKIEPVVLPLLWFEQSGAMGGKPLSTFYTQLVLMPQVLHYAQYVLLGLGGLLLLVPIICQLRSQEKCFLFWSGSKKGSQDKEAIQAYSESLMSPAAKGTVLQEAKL
CAL PDZ FP-1 = CAL PDZ (human) peptide binding inhibition | purified CAL PDZ, TMR-peptide fluorescence polarization, 1 h | Q9HD26 | AID 602252 | 300,000 tested, 0.92% active | inhibition, % at 24.9 µM;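 active means mean inhibition of at least 30% with at least half of replicates also reaching 30%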;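 further: 0% = DMSO neutral control and 100% = excess unlabeled competitor peptide PRC23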
Ecoli viability = bacterial growth inhibition, counter-screen for AddAB inhibitors. E. coli V3065 growth, OD600 absorbance, 18 h. inhibition, % at 11.9 µM. 330,000 tested, 0.27% active;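 active means inhibition above the campaign's mean inhibition across all tested compounds plus 3 SD, cut at about 9.9% in these data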;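 further: uninfected addAB+ strain grown without phage in ampicillin broth; 0% = DMSO wells and 100% = ciprofloxacin 0.95 µg/ml wells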
Tat transport = E. coli Tat transport inhibition. inhibition, % at 10 µM. 340,000 tested, 0.036% active. AID 488895. E. coli MC4100 TorA-mCherry Tat export, fluorescence;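 active means mean replicate inhibition at least 50% and at least half of replicates individually reaching 50%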;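 further: exported cargo escapes ClpAP degradation while cytoplasmic cargo is degraded and loses fluorescence; 0% = median of neutral control wells and 100% = median of NaSCN control wells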
CAL PDZ FP-2 = blocks peptide binding to human CAL PDZ domain | AID 504414 | inhibition, % at 20 µM | 330,000 tested, 0.02% active | purified CAL PDZ, TMR-peptide fluorescence polarization, 1 h;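 active means highest replicate inhibition of at least 40%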;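 further: plate controls were DMSO neutral control wells for no effect and unlabeled competitor peptide control wells for full effect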
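material = purified tagged CAL PDZ domain construct (CerCALP) | compound dosing = 20 µM, one dose | times = 1 h at RT | measured by = fluorescence polarization from S- and P-plane intensities, G-factor corrected | read-out = inhibition from polarization loss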
AddAB inh = less growth of phage-infected E. coli with AddAB | E. coli expressing H. pylori AddAB, absorbance growth | 330,000 tested, 0.29% active | inhibition, % at 11.9 µM | AID 435030; in the data active means inhibition above about 12%;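 further: 0% = vehicle wells of infected cells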
SR-BI uptake up = activators of SR-BI mediated HDL lipid uptake. CHO ldlA[mSR-BI] cells, DiI-HDL uptake fluorescence, 3 h; 100 = double the neutral-control signal. activation, % at 12.5 µM. 320,000 tested, 0.096% active. AID 504775;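 active means mean replicate activation of at least 60% and every replicate at or above 60%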;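 further: 0% = median plate neutral-control signal and 100% = twice that signal; values of inactives mirror those of a sister screen read the other way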
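Test system: SR-BI-overexpressing, LDLR-lacking CHO cells. Measured by: DiI fluorescence, bottom read. Medium: Ham's F12 with 0.5% BSA, HEPES 25 mM, pH 7.4. Timing: 3 h uptake period with compound, 37 °C.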
phage Ecoli inh = E. coli growth loss with phage present. inhibition, % at 11.9 µM. growth absorbance. 360,000 tested, 0.26% active; in the data active means inhibition above about 11%
* marks the source's active call; other numbers are inactive results; nt = no result given; & = joins results of further samples.

SMILES	MITF act	Wnt act	SR-BI HDL uptake	CAL PDZ FP-1	Ecoli viability	Tat transport	CAL PDZ FP-2	AddAB inh	SR-BI uptake up	phage Ecoli inh
O=C1N[C@@H](Cc2c[nH]c3ccccc23)COC(=O)[C@H](Cc2ccc(F)cc2)C/C=C\C[C@H]1CC(=O)N(CCO)Cc1ccccc1	11	-5	-24	-2	0.1	10	1.4	3.1	24	1.3
CCOC(=O)c1cc2cc3ccccc3cc2oc1=O	nt	1	0	4	0.3	2	nt	1.1	0	1.5
CCOC(=O)C1CCN(c2ncnc3c2oc2ccccc23)CC1	-4	nt	-23	1	-0.7	4	-0.6	-0.4	23	0.9
Cc1ccc(N(C(=O)CCC(=O)Nc2cc(C)on2)C(C(=O)NC2CCCC2)c2ccccc2)cc1 (stereo not drawn)	6	-2	-26	-4	2.1	-2	-1.6	1.1	26	5.0
Cc1cccc(C(=O)NC(C(=O)Nc2ccc(S(=O)(=O)Nc3nccs3)cc2)C(C)C)c1 (stereo not drawn)	-2	0	-1	-1	nt	9	-1.6	nt	1	1.0
COc1ccc(NS(=O)(=O)c2cc(NC(=O)c3ccccc3F)ccc2N2CCCC2)cc1	-10	-6	nt	nt	-0.8	8	-3.1	2.0	nt	2.6
CCOCCCNC(=O)c1ccc(Br)cc1	7	15	nt	-4	-2.6	-2	-1.9	1.6	nt	1.8
COc1cc(C(=O)NCc2nnc(SCC(=O)c3ccccc3)o2)cc(OC)c1OC	-3	0	10	-5	-1.3	-11	-1.4	4.7	-10	3.1
O=C(CN1CCN(c2cccc(Cl)c2)CC1)Nc1ccc(S(=O)(=O)N2CCOCC2)cc1	-2	-1	-12	-4	2.2	16	-2.2	-0.7	12	1.0
O=C(c1cc([N+](=O)[O-])ccc1N1CCN(S(=O)(=O)c2ccc(Cl)c(Cl)c2)CC1)N1CCOCC1	-3	nt	-20	1	2.6	4	-1.0	1.1	20	1.7
COc1cccc(NC(=O)Cn2cnc3sc(C)c(S(=O)(=O)N4CCCCC4)c3c2=O)c1	10	nt	15	-7	-0.8	-4	-1.0	6.7	-15	-0.7
Cc1ccnc(NC(=O)CCC(=O)N(CC(=O)NC(C)(C)C)C2CCCC2)c1	-4	-1	-30	1	-3.0	-4	0.0	0.2	30	2.2
C=C1C(=O)C23CCC4C(C)(C(=O)OC)CCCC4(C)C2CCC1(O)C3 (stereo not drawn)	nt	-7	-3	-4	nt	-3	-1.1	nt	3	-0.5
CC(=C/c1ccc(C(C)C)cc1)/C=N/NC(=O)CSc1ccccn1	49	0	-2	-3	0.9	20	-3.4	1.3	2	0.0
COc1cc(NC(=O)CN2C(=O)COc3ccc(S(=O)(=O)N4CCOCC4)cc32)cc(OC)c1	-6	-2	-6	2	-0.2	0	0.3	4.5	6	2.5
CC1CC(C)CN(C(=O)COC(=O)CCC(=O)c2cccs2)C1 (stereo not drawn)	-6	-6	-4	0	-2.7	-6	-0.7	-0.8	4	-0.7
c1ccc2c(c1)[nH]c1c(N3CCOCC3)ncnc12	-24	0	0	-1	2.5	3	-3.3	5.5	0	3.5
O=C(NCc1ccco1)c1cc2cc3ccc(Cl)cc3nc2o1	40	0	-1	-3	1.3	-6	-2.1	-0.7	1	2.7
COc1ccc(OC)c(CC(NC(C)=O)C(=O)NC2CCN(c3nnnn3-c3ccccc3)CC2)c1 (stereo not drawn)	nt	-3	nt	nt	2.0	nt	nt	-0.2	nt	2.4
CCOC(=O)N1CCN(C(=O)CSc2nc(CC)nc3c2c(=O)n(C)c(=O)n3C)CC1	-2	-1	13	1	-2.8	1	0.6	1.9	-13	0.5
Cc1ccc2c(c1)nnn2C1CCN(S(=O)(=O)c2ccc(C(=O)N(C)C)cc2)CC1	nt	nt	-3	-4	-0.1	-6	-1.2	0.2	3	4.6
Cc1ccc(C(C(=O)NC2CCCCC2)N(C(=O)Cc2c[nH]c3ccccc23)c2ccccc2)o1 (stereo not drawn)	-1	nt	-9	-4	-1.6	20	-1.0	-3.5	9	0.9
Cc1ccc(-c2cc(C(=O)Nc3cccnc3)c3ccccc3n2)s1	1	2	46	-5	-0.9	7	-3.6	0.9	-46	1.1
CCCCOc1ccc(C(=O)N(Cc2ccccc2)C2CCS(=O)(=O)C2)cc1 (stereo not drawn)	-5	-2	22	-6	-0.9	0	-1.0	1.3	-22	-0.2
CN(C)S(=O)(=O)c1ccc(N2CCCC2)c(C(=O)Nc2nc(-c3ccc(F)cc3)cs2)c1	-23	-6	16	3	1.0	-13	-2.9	4.1	-16	1.6
O=C(Nc1nnc(-c2ccncc2)s1)Nc1ccccc1F	13	4	8	-1	-3.0	-8	-0.9	0.5	-8	4.4
COc1ccc(N(C(C)C(=O)NC2CCCCCC2)S(C)(=O)=O)cc1 (stereo not drawn)	nt	-5	-10	0	0.0	-1	-3.1	1.6	10	-0.1
COc1ccccc1N1CCN(CC(=O)NCC2CCCO2)CC1 (stereo not drawn)	-3	nt	4	-4	-2.1	-10	0.2	-2.1	-4	-8.1
O=C(N(c1ccccn1)c1ccccn1)C12CC3CC(CC(C3)C1)C2	-7	-1	-10	-2	-2.8	-6	-1.4	0.3	10	2.2
Cc1nn(-c2ccccc2)c(Cl)c1C(=O)NCc1cccs1	11	-2	15	0	-2.3	-8	-1.2	2.9	-15	3.2
COc1cc(C(=S)N2CCOCC2)cc(OC)c1OC(=O)c1ccc([N+](=O)[O-])cc1[N+](=O)[O-]	nt	-2	28	2	0.6	-1	-0.9	1.2	-28	0.6
COC(=O)C1=CN(C(C)c2ccccc2)C=C(C(=O)OC)C1c1cc(OC)c(OC)c(OC)c1 (stereo not drawn)	-9	-2	-25	3	-1.4	4	-0.3	0.2	25	-1.8
CCNS(=O)(=O)c1ccc(CCC(=O)N2CCN(c3cc(Cl)ccc3C)CC2)cc1	nt	-4	23	-5	-0.2	-4	0.4	1.3	-23	0.5
O=C(Nc1cc(S(=O)(=O)N2CCOCC2)ccc1N1CCOCC1)c1cc(=O)[nH]c2ccccc12	-5	0	-7	0	-1.9	-4	-2.2	2.5	7	4.0
O=C(Nc1ccc(N2CCOCC2)c(Cl)c1)c1cc(F)c(F)cc1Cl	nt	3	33	nt	0.3	2	-0.4	0.8	-33	3.9
O=[N+]([O-])CC(c1ccc(F)cc1)c1c[nH]c2ccccc12 (stereo not drawn)	-15	0	-2	-11	nt	1	-0.2	nt	2	3.7
CC1CCC2(CC1)NC(=O)N(CC(=O)N1CCOCC1)C2=O (stereo not drawn)	2	2	-27	7	-0.6	-9	-0.4	-0.9	27	1.0
O=C(O)C1CCCN(S(=O)(=O)c2ccc(F)cc2)C1 (stereo not drawn)	2	1	-9	5	4.0	-4	-0.7	2.5	9	2.4
Cc1nc2ccccc2c(=O)n1NC(=O)c1cncc(Br)c1	-3	-8	-13	-2	-2.3	0	0.1	2.1	13	1.2
COc1ccccc1Nc1nc(NCC2CCCO2)c2ccccc2n1 (stereo not drawn)	23	1	28	0	0.0	10	-0.3	-0.8	-28	1.5

By substructure: the compounds so far containing a nitro group on carbon.
SMILES	MITF act	Wnt act	SR-BI HDL uptake	CAL PDZ FP-1	Ecoli viability	Tat transport	CAL PDZ FP-2	AddAB inh	SR-BI uptake up	phage Ecoli inh
O=C(c1cc([N+](=O)[O-])ccc1N1CCN(S(=O)(=O)c2ccc(Cl)c(Cl)c2)CC1)N1CCOCC1	-3	nt	-20	1	2.6	4	-1.0	1.1	20	1.7
COc1cc(C(=S)N2CCOCC2)cc(OC)c1OC(=O)c1ccc([N+](=O)[O-])cc1[N+](=O)[O-]	nt	-2	28	2	0.6	-1	-0.9	1.2	-28	0.6
O=[N+]([O-])CC(c1ccc(F)cc1)c1c[nH]c2ccccc12 (stereo not drawn)	-15	0	-2	-11	nt	1	-0.2	nt	2	3.7

(listing goes on)
SMILES	MITF act	Wnt act	SR-BI HDL uptake	CAL PDZ FP-1	Ecoli viability	Tat transport	CAL PDZ FP-2	AddAB inh	SR-BI uptake up	phage Ecoli inh
CC(=O)Nc1cccc(NC(=O)CCn2cnc3cc(C)c(C)cc32)c1	-12	nt	-21	nt	-2.7	-4	-3.1	1.8	21	1.0
O=C1c2cccnc2C(=O)N1Cc1ccc(S(=O)(=O)NCc2ccco2)s1	-6	-1	-41	-2	-0.8	19	-2.8	4.3	nt	2.4
Cc1c(C(=O)N2CCN(C3CCS(=O)(=O)C3)CC2)oc2ccc(Cl)cc12 (stereo not drawn)	-2	-1	5	nt	nt	2	0.4	nt	-5	2.2
O=C(CCN1CCc2ccccc2C(O)(c2ccccc2)C1)c1ccc2c(c1)OCCO2 (stereo not drawn)	7	nt	-2	0	1.9	-22	-0.8	-0.2	2	-1.3
CCOc1ccc(C(=O)OCC(=O)Nc2cccnc2Cl)cc1OCC	16	3	10	-2	-1.0	2	-1.6	1.8	-10	0.0
CCOC(=O)/C=C1\SCC(=O)N1CC(=O)c1ccc[nH]1	3	nt	2	nt	-0.9	4	-0.6	-2.8	-2	3.0
COc1ccc(NC(=O)/C(Cl)=C(/Cl)S(=O)Cc2ccc(Cl)cc2)cn1 (stereo not drawn)	-93	-10	27	4	nt	-16	2.9	nt	-27	-1.8
CCS(=O)(=O)C(=C1NCCO1)S(=O)(=O)CC	-2	nt	-4	-1	-1.3	-2	-0.5	-0.1	4	-0.9
CCc1ccccc1N(C)S(=O)(=O)c1ccc2[nH]cc(C(=O)O)c(=O)c2c1	-9	-2	-6	4	1.7	2	-0.1	0.2	6	2.3
Cc1ccccc1NC(=O)C(=O)NCCc1c[nH]c2ccccc12	nt	-3	-14	nt	-0.4	2	-1.0	-1.0	14	2.3
O=C(CCC(=O)NCc1ccccc1)NCc1ccccc1	nt	-4	-12	-1	-3.7	-2	0.3	-2.0	12	1.6
CCOc1cc(C(=O)Nc2ncn[nH]2)cc(OCC)c1OCC	7	-3	10	2	4.2	-2	-0.3	3.2	-10	1.8
O=C(NC(C(=O)NCCN1CCOCC1)C12CC3CC(CC(C3)C1)C2)C1CCCCC1 (stereo not drawn)	nt	nt	0	0	2.1	6	0.1	1.9	0	1.9
CCc1ccc(-n2c(=S)sc3c(=O)n(-c4ccccc4)c(SCC(=O)O)nc32)cc1	-4	-2	1	-4	0.3	-1	-1.0	1.2	-1	-1.4
COc1ccc2c(c1OC)C(=O)N1C2SC[C@H]1C(=O)NC1CC(C)(C)NC(C)(C)C1 (stereo partly drawn)	3	-2	-29&-26	0	nt	1&-3	0.4	nt	29&26	2.7
CCNc1nc(N)c(C(=C(C#N)C#N)c2ccccc2)s1	3	15	30	0	-1.4	-4	-2.5	3.4	-30	3.7
COc1ccc2c(=O)cc(C(F)(F)C(F)(F)F)oc2c1	3	nt	-13	-2	-0.6	-9	-0.7	1.1	13	0.0
COc1ccc(C2NC3=C(CCC3)C3(C#N)C(OC)(OC)N=C(N)C23C#N)cc1 (stereo not drawn)	-79	nt	24	-3	-3.1	-5	-4.0	1.1	-24	nt
Cc1ccccc1NS(=O)(=O)c1ccc(NC(=O)N2CCCCC2)cc1	-18	-2	17	-5	-2.7	0	-2.9	-1.6	-17	-0.2
N#CCCN/N=C(/Cc1nc2ccccc2[nH]1)c1cccc(Cl)c1	1	-7	26	0	-1.2	12	-0.7	3.2	-26	3.8
